MEKK2 mut-MEK5: MEK5 binding signal on mutant MEKK2 PB1, primary screen, biochemical, multiplex bead flow cytometry, Alexa488-MEK5 | Alexa488-MEK5 binding to MEKK2 mutant | percent response, % at 10 µM | 0.35% of 290,000 active; in the data active = percent response above about 24%, passing the limit was not always enough; note: inactives centre near 1; some results filed as inactive read as strong as hits; reference of the scale not given here
GPR7 antagonist: GPR7 receptor antagonists, primary screen, cell-based, fluorescence, single concentration; GPR7-expressing cells, fluorescence antagonist assay; inhibition, % at 4.4 µM; 1.1% of 290,000 active; AID 1861, 2009; in the data active = inhibition above about 16%, passing the limit was not always enough;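 note: cells stimulated with the agonist NPW; 0% = agonist with vehicle and 100% = vehicle without agonist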
Target sequence (P48145 whole entry, looked up): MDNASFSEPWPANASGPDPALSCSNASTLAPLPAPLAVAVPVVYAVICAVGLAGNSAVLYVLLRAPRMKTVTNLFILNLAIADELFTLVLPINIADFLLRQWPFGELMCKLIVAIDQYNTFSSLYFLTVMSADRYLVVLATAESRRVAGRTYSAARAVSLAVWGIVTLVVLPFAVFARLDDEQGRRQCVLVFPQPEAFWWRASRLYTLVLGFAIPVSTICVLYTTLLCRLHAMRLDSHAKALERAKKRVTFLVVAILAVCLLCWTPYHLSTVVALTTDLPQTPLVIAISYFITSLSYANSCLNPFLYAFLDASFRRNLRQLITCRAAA
PfM18AAP inh: PfM18AAP inhibitors, malaria aminopeptidase, primary screen, biochemical, QFRET, recombinant enzyme | inhibition, % at 7.35 µM | H-Glu-NHMec fluorogenic cleavage | AID 1822, 2009 | 1.2% of 290,000 active;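 active = inhibition above the campaign mean inhibition over all tested compounds plus 3 SD, cut at about 28% in these data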;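 note: 0% = plate median of test compound wells and 100% = 2 mM ZnCl2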
MEKK2 WT-MEK5: modulators of MEK5 binding to wildtype MEKK2, primary screen, biochemical, multiplex bead flow cytometry, Alexa488-MEK5 | Alexa488-MEK5 binding to MEKK2 WT; actives lie on both sides | 1.1% of 290,000 active | Mitogen-activated protein kinase kinase kinase 2 (Homo sapiens), Q9Y2U5 | AID 1531, 2009 | binding response (% of control), % at 10 µM; in the data active = binding response below about 67% or above about 130%; inconclusive = no clear call, values can overlap the other calls; inactive = in between
GalR3 antag: GalR3 antagonists in HEK293 cells, primary screen, cell-based, fluorescence readout. AID 651719, 2012. inhibition, % at 3 µM. HEK293 GalR3-CNG cAMP membrane potential fluorescence; galR3 body fused to GalR1 C-terminus. 0.44% of 360,000 active. Galanin receptor type 3 (Homo sapiens), O60755;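 active = inhibition above the screen-wide average plus 3 SD, cut at about 13% in these data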;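 note: forskolin and galanin both at EC90 stimulate the cells; cAMP rise reported by CNG channel membrane potential dye signal; 0% = forskolin plus galanin with DMSO and 100% = forskolin alone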
Target sequence (O60755 1-299 limits assumed): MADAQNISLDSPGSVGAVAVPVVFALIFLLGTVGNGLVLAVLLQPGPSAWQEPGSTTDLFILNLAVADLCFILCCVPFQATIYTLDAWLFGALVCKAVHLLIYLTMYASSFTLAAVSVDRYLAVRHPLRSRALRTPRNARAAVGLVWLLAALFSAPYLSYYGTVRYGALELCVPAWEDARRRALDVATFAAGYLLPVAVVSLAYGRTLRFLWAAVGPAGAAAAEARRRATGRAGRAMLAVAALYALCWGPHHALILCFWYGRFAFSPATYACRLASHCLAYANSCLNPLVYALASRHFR
NALP1 yeast inh: NALP1 inflammasome inhibitors in reconstituted yeast, colorimetric, S. cerevisiae, triplicate retest. S. cerevisiae NALP1/ASC/caspase-1 growth, X-gal OD620, 72 h. AID 2071, 2009. inhibition, % at 10 µM. 0.61% of 280,000 active; in the data active = inhibition mostly above about 24%, no sharp cut-off; inactive = mostly below about 32%; note: some compounds called inactive have numbers as strong as hits
* = called active by the depositor; ? = inconclusive; . = not tested or not shown. A portion of the library, so the mix of outcomes need not match the whole.

1. CCOC(=O)N1CCN(C(=O)C[C@@H]2C[C@@]3(C(=O)OCC)CCC=C3N(Cc3ccc4c(c3)OCO4)C2=O)CC1
2. C[C@@H]1CN([C@H](C)CO)C(=O)CCCn2nncc2CO[C@H]1CN(C)C(=O)Nc1ccc(N2CCCCC2)cc1
3. O=C1NC[C@@H](CCCCN2C[C@H](Cc3ccccc3)N(Cc3ccccc3)C(=O)C2=O)N(Cc2ccccc2)C1=O
4. CC(O)(c1ccc(F)c(F)c1)c1nc(/C=C/c2ccccc2)cs1 (stereo unspecified)
5. Cc1cccc(C)c1NC(=O)C(c1ccc(-c2ccccc2)cc1)n1c(=O)c(-c2ccco2)nc2ccccc21 (stereo unspecified)
6. O=C(Nc1ccc(NC(=O)c2ccccc2)c2ccccc12)c1ccccc1
7. CCOC(=O)C(C(=O)Cc1ccccc1)c1ccccc1 (stereo unspecified)
8. O=C1N(Cc2ccccc2)c2ccc(Br)cc2[C@]12C[C@H](O)CO2
9. O=C(Nc1ccc2ccccc2c1[N+](=O)[O-])c1ccccc1
10. O=C1C(O)=CC(=C(c2ccccc2)c2ccccc2)c2ccccc21

| Assay by compound | 1 | 2 | 3 | 4 | 5 | 6 | 7 | 8 | 9 | 10 |
| --- | --- | --- | --- | --- | --- | --- | --- | --- | --- | --- |
| NALP1 yeast inh | . | . | . | . | . | . | . | . | . | . |
| PfM18AAP inh | . | . | . | . | . | . | . | . | . | . |
| MEKK2 mut-MEK5 | . | . | . | . | . | . | . | . | . | . |
| GPR7 antagonist | . | . | . | . | . | . | . | . | . | . |
| MEKK2 WT-MEK5 | . | . | . | . | . | . | . | . | . | . |
| GalR3 antag | -1.4 | -5.6 | -5.3 | -8.1 | -3.3 | -0.7 | -6.5 | 2.1 | -1.1 | -3.9 |

11. Nc1ccc2c(c1)C1(CCC2)NC(=O)NC1=O (stereo unspecified)
12. CCCCC[C@@H](C)N1C[C@H](COCc2ccccc2)Oc2cc(N3CC[C@H](O)C3)ccc2S1(=O)=O
13. COc1ccc(CNC(=O)c2sc(=O)n(Cc3ccc(C)cc3)c2C)cc1OC
14. Cc1ccccc1-c1ccc2c(c1)[C@@H]1C[C@H]3[C@@H](CN1CC2)[C@H](C)OC(C1CCCCC1)N3C (stereo partly specified)
15. O=C(NCCN1CCC(n2c(=O)[nH]c3ccccc32)CC1)c1ccccc1C(F)(F)F
16. Cc1ccc(S(=O)(=O)N2CCN(C(=O)CN(Cc3ccco3)Cc3cccs3)CC2)cc1
17. Cc1ccc(-n2sc3cc(F)ccc3c2=O)c(C)c1
18. COc1ccc(N2C(c3ccsc3)=Cc3cc4c(cc3C2c2c[nH]c3ccccc23)OCO4)cc1 (stereo unspecified)
19. COc1ccc(CCNC(=O)COC(=O)c2cccs2)cc1
20. COc1ccccc1-c1cnc(C(O)c2ccc(C)cc2C)[nH]1 (stereo unspecified)

| Assay by compound | 11 | 12 | 13 | 14 | 15 | 16 | 17 | 18 | 19 | 20 |
| --- | --- | --- | --- | --- | --- | --- | --- | --- | --- | --- |
| NALP1 yeast inh | . | . | . | . | . | . | . | . | . | . |
| PfM18AAP inh | . | . | . | . | . | . | . | . | . | . |
| MEKK2 mut-MEK5 | . | . | . | . | . | . | . | . | . | . |
| GPR7 antagonist | . | . | . | . | . | . | . | . | . | . |
| MEKK2 WT-MEK5 | . | . | . | . | . | . | . | . | . | . |
| GalR3 antag | -2.4 | -6.8 | -3.7 | -5.6 | -5.2 | -7.3 | -5.3 | -6.2 | 1.2 | -6.2 |

21. Cc1cccc(C(=O)N2[C@@H](C(C)C)COc3cc(Br)ccc3S2(=O)=O)c1
22. Cc1cccc(C)c1NC(=O)C(c1ccccc1)N(C)CCc1ccccc1 (stereo unspecified)
23. CCOC(=O)N(C)c1c(CC)nc2c(OCc3ccc(Cl)cc3)cccn12
24. CC(C)(C)n1nnnc1C(c1ccccc1OC(F)(F)F)N1CCN(C/C=C/c2ccccc2)CC1 (stereo unspecified)
25. Clc1ccccc1CSc1cnnc2ccccc12
26. CS(=O)(=O)Nc1ccc2c(c1)[C@H]1C[C@H](CC(=O)NCc3cccc(F)c3)O[C@@H](CO)[C@H]1O2
27. O=C1C2C3C=CC(O3)C2C(=O)N1N=Cc1cccc2ccccc12 (stereo unspecified)
28. CSCCC(NC(=O)c1ccccc1Cl)C(=O)Nc1ccncc1 (stereo unspecified)
29. COc1ccccc1CNC(=O)C1(C)CCN1Cc1ccc(OC(F)(F)F)cc1 (stereo unspecified)
30. CN1C(=O)C(c2cn(C)c3ccccc23)(c2cn(C)c3ccccc23)c2cc(F)ccc21

| Assay by compound | 21 | 22 | 23 | 24 | 25 | 26 | 27 | 28 | 29 | 30 |
| --- | --- | --- | --- | --- | --- | --- | --- | --- | --- | --- |
| NALP1 yeast inh | . | . | . | . | . | . | . | . | . | . |
| PfM18AAP inh | . | . | . | . | . | . | . | . | . | . |
| MEKK2 mut-MEK5 | . | . | . | . | . | . | . | . | . | . |
| GPR7 antagonist | . | . | . | . | . | . | . | . | . | . |
| MEKK2 WT-MEK5 | . | . | . | . | . | . | . | . | . | . |
| GalR3 antag | -6.2 | -3.3 | -6.0 | -4.8 | -3.4 | -4.1 | -1.3 | 0.1 | -8.9 | -3.3 |

31. CN(C)CCCNc1nc2cc(-c3ccc(C(=O)N4CCN(C)CC4)cc3)sc2c(=O)n1C
32. CCCCN(C(=O)c1ccccc1Br)C(c1ccc(OC)cc1)c1nc2ccccc2[nH]1 (stereo unspecified)
33. CCN1C(=O)[C@H]2[C@@H](c3ccc(OC)cc3)N[C@]3(CCCN(CCC(C)C)C3=O)[C@H]2C1=O
34. CCN1C(=O)[C@H]2[C@H]3CN=C(SCc4ccc(Cl)cc4)N3[C@@](C)(C(=O)OC)[C@H]2C1=O
35. O=S(=O)(NC1CCCC1)c1ccc(F)cc1F
36. COc1cc(OC)c2c(-c3cccc(-c4ccc(OC(F)(F)F)cc4)c3)cc(=O)oc2c1
37. CCc1ccc([C@H]2[C@@H]3C(=O)C[C@@H]4C(=O)N(c5ccccc5)C(=O)[C@@H]4[C@@H]3CN2S(=O)(=O)c2ccc(C)cc2)cc1
38. CC1(C)CC(=O)C2=C(C1)Oc1ncn3nc(-c4cccnc4)nc3c1C2c1ccccc1 (stereo unspecified)
39. CCN(CC)CCCN1C(=O)C(=O)/C(=C(/O)c2ccc3c(c2)OCCO3)C1c1ccc(C)o1 (stereo unspecified)
40. c1ccc2c(c1)nc1n2C2(N3CCOCC3)CCCC2C1N1CCOCC1 (stereo unspecified)

| Assay by compound | 31 | 32 | 33 | 34 | 35 | 36 | 37 | 38 | 39 | 40 |
| --- | --- | --- | --- | --- | --- | --- | --- | --- | --- | --- |
| NALP1 yeast inh | . | . | . | . | . | . | . | 2.3 | 2.0 | -8.9 |
| PfM18AAP inh | . | . | . | . | . | . | . | . | . | . |
| MEKK2 mut-MEK5 | . | . | . | . | . | . | . | . | . | . |
| GPR7 antagonist | . | . | . | . | . | . | . | . | . | . |
| MEKK2 WT-MEK5 | . | . | . | . | . | . | . | . | . | . |
| GalR3 antag | -5.0 | -8.0 | -5.2 | -4.7 | -5.8 | -7.0 | -4.5 | 0.7 | -3.6 | -2.2 |

41. Cc1ccccc1-n1nc(C)c2cc(C(=O)N3CCN(S(=O)(=O)c4ccccc4)CC3)sc21
42. S=P(c1ccc(N2CCOCC2)cc1N1CCOCC1)(N1CCOCC1)N1CCOCC1
43. CCOc1nc(-c2ccc(OC)cc2)ccc1-c1noc(-c2ccncc2)n1
44. COC(C[C@@H](O)CC(=O)[C@@H](C)OCc1ccccc1)OC
45. COc1ccc(C2/C=C\CN(C(=O)CC(C)C)CC(=O)N2Cc2ccc(F)cc2)cc1 (stereo unspecified)
46. COC(C[C@H](O)[C@H](C)[C@@H](O)COCc1ccccc1)OC
47. Cc1ccc(SC[C@H](c2ccccc2)N2CCN(C)CCC2=O)cc1
48. COc1ccc(Br)cc1[C@H]1[C@H]2C=CC[C@@H](C)[C@@H]2C(=O)N1Cc1ccccc1
49. COC(C/C=C/C(=O)COCc1ccccc1)OC
50. CCCN1CCC(=O)N([C@H](CSc2ccc(C)cc2)CC(C)C)CC1

| Assay by compound | 41 | 42 | 43 | 44 | 45 | 46 | 47 | 48 | 49 | 50 |
| --- | --- | --- | --- | --- | --- | --- | --- | --- | --- | --- |
| NALP1 yeast inh | 11.9 | 8.9 | 32.5 | . | . | . | . | . | . | . |
| PfM18AAP inh | . | . | . | . | . | . | . | . | . | . |
| MEKK2 mut-MEK5 | . | . | . | 7.0 | -4.0 | 2.0 | 1.0 | 2.0 | 6.0 | 2.0 |
| GPR7 antagonist | . | . | . | . | . | . | . | . | . | . |
| MEKK2 WT-MEK5 | . | . | . | 98.0 | ? | 101.0 | 97.0 | 106.0 | 101.0 | 70.0 |
| GalR3 antag | -6.4 | 1.5 | -6.6 | 5.3 | -1.1 | -5.9 | -6.0 | -5.3 | -4.0 | -7.7 |

Next part, starting with the last two of the part before.
49. COC(C/C=C/C(=O)COCc1ccccc1)OC
50. CCCN1CCC(=O)N([C@H](CSc2ccc(C)cc2)CC(C)C)CC1
51. COC(C[C@H](O)[C@@H](C)[C@@H](O)COCc1ccccc1)OC
52. CCCCCCN(C(=O)CCCCCN1C(=O)NC(c2ccc(-c3ccccc3)cc2)C(C(=O)OCc2ccccc2)=C1C)C(C(=O)NCCCC)C1CCCCC1 (stereo unspecified)
53. NC(=O)CC(NC(=O)c1cccc(Br)c1)c1ccc(NCCN2CCOCC2)c([N+](=O)[O-])c1 (stereo unspecified)
54. Cc1cccn2c(=O)c3cc(C#N)c(=N)n(Cc4cccnc4)c3nc12
55. CC(O)(C#CCN1CCOCC1)c1ccccc1 (stereo unspecified)

| Assay by compound | 49 | 50 | 51 | 52 | 53 | 54 | 55 |
| --- | --- | --- | --- | --- | --- | --- | --- |
| NALP1 yeast inh | . | . | . | . | . | . | . |
| PfM18AAP inh | . | . | . | . | . | -6.4 | -17.9 |
| MEKK2 mut-MEK5 | 6.0 | 2.0 | 3.0 | 2.0 | 4.0 | . | . |
| GPR7 antagonist | . | . | . | . | . | -1.7 | -2.4 |
| MEKK2 WT-MEK5 | 101.0 | 70.0 | 97.0 | 98.0 | 112.0 | . | . |
| GalR3 antag | -4.0 | -7.7 | 0.2 | -5.2 | -4.9 | -3.4 | -2.2 |

Grouped by structure: the compounds so far with fluorine (10)
4. CC(O)(c1ccc(F)c(F)c1)c1nc(/C=C/c2ccccc2)cs1 (stereo unspecified)
15. O=C(NCCN1CCC(n2c(=O)[nH]c3ccccc32)CC1)c1ccccc1C(F)(F)F
17. Cc1ccc(-n2sc3cc(F)ccc3c2=O)c(C)c1
24. CC(C)(C)n1nnnc1C(c1ccccc1OC(F)(F)F)N1CCN(C/C=C/c2ccccc2)CC1 (stereo unspecified)
26. CS(=O)(=O)Nc1ccc2c(c1)[C@H]1C[C@H](CC(=O)NCc3cccc(F)c3)O[C@@H](CO)[C@H]1O2
29. COc1ccccc1CNC(=O)C1(C)CCN1Cc1ccc(OC(F)(F)F)cc1 (stereo unspecified)
30. CN1C(=O)C(c2cn(C)c3ccccc23)(c2cn(C)c3ccccc23)c2cc(F)ccc21
35. O=S(=O)(NC1CCCC1)c1ccc(F)cc1F
36. COc1cc(OC)c2c(-c3cccc(-c4ccc(OC(F)(F)F)cc4)c3)cc(=O)oc2c1
45. COc1ccc(C2/C=C\CN(C(=O)CC(C)C)CC(=O)N2Cc2ccc(F)cc2)cc1 (stereo unspecified)

| Assay by compound | 4 | 15 | 17 | 24 | 26 | 29 | 30 | 35 | 36 | 45 |
| --- | --- | --- | --- | --- | --- | --- | --- | --- | --- | --- |
| NALP1 yeast inh | . | . | . | . | . | . | . | . | . | . |
| PfM18AAP inh | . | . | . | . | . | . | . | . | . | . |
| MEKK2 mut-MEK5 | . | . | . | . | . | . | . | . | . | -4.0 |
| GPR7 antagonist | . | . | . | . | . | . | . | . | . | . |
| MEKK2 WT-MEK5 | . | . | . | . | . | . | . | . | . | ? |
| GalR3 antag | -8.1 | -5.2 | -5.3 | -4.8 | -4.1 | -8.9 | -3.3 | -5.8 | -7.0 | -1.1 |

Bioassay records (PubChem)
